uPA generation – cell surface uPA generation inhibition; Potency, µM (series often up to 38.3 µM), for the others: top-dose activity change, negative = inhibition, actives largely listed as inhibitors; 330,000 compounds, 0.31% hits; cell surface uPA generation assay, qHTS; active = well fitted inhibition curve with a large enough effect; inconclusive = small, poorly fitted or top-dose-only effect; inactive = no such curve, though single readings can be large or run the other way; tested in mouse RAW 264.7 cells; note: potency is the fitted concentration of half-maximal effect; % is set by controls: 0 for no effect and ±100 for the full control effect; nearly all actives have a fitted effect of over 55% in size
RORgamma inh – inhibitors of mouse ROR gamma transcriptional activity. Potency, µM (top dose mostly 53.6 µM), without a hit: top-dose activity change, negative = inhibition, hits mostly inhibitors. AID 2551. Drosophila S2 Gal4-RORgamma UAS-luciferase reporter, 20 h. 310,000 compounds, 5.4% hits. P51450; note: potency is the fitted concentration of half-maximal effect; % is set by controls: 0 for no effect and ±100 for the full control effect; nearly all actives have a fitted effect of over 60% in size
Target sequence (P51450 whole entry, looked up, the tested form may be a part): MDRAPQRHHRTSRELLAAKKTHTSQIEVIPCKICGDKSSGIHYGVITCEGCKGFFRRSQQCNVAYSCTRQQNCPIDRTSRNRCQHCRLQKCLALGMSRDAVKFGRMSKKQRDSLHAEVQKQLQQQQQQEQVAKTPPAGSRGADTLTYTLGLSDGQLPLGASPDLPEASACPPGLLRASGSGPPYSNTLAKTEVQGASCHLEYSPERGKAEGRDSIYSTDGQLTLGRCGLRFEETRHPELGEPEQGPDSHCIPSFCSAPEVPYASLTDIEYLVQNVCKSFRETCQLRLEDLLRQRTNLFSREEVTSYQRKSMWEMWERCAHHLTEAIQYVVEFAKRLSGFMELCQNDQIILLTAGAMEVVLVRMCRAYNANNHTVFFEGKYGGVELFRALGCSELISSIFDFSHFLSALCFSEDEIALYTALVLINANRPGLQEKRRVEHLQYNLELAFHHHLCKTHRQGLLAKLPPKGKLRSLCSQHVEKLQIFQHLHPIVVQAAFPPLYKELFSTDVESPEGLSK
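In this cell-based reporter format, copper sulfate (700 uM final) drives Gal4–ROR gamma fusion expression from a metallothionein promoter in Drosophila Schneider cells; compounds preincubated 1 hr, reporter read after 20 hr at ambient temperature.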
Giardia killer – kills Giardia lamblia; Giardia lamblia trophozoite viability; activity change, % at 7.66 µM, hits read low; 340,000 compounds, 0.15% hits; AID 540267; in the data active = activity change below about -80%; inconclusive = between about -30% and that limit;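 note: parasites exposed to compound for two days anaerobically before the ATP read; % is set by controls: 0 for no effect and ±100 for the full control effect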
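Luminescence from cellular ATP indicates surviving trophozoites (100 cells/well) following 48 hrs anaerobic compound treatment at 37 deg C; signal develops 15-30 min at room temperature.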
NPC1 prom act – activators of NPC1 promoter; Huh7 NPC1 promoter luciferase reporter, 24 h; Potency, µM (doses to about 9.22 µM), without a hit: at the highest dose activation, hits mostly activators; 320,000 compounds, 2.4% hits;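 note: potency is the fitted concentration of half-maximal effect; % of control where 0% means no effect; nearly all actives have a fitted effect of over 60% in size; reporter is driven by a mutant NPC1 promoter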
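Compounds in DMSO were transferred onto Huh7 NPC1-luciferase reporter cells pre-incubated 2 h; after 24 h at 37 °C, Amplite reagent was dispensed and luminescence recorded 10 min later.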
FLuc modulator – counter-screen for miR-21 project: firefly luciferase inhibitors or activators | P08659 | purified FLuc, Km substrates, luminescence inhibition | Potency, µM (top dose mostly 57.5 µM), for the others: top-dose activity change, negative = inhibition, most hits filed as inhibitors | 360,000 compounds, 6.9% hits | AID 588342;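 note: potency is the fitted concentration of half-maximal effect; plate controls were vehicle for no effect and reference inhibitor for full effect; nearly all actives have a fitted effect of over 55% in size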
Target sequence (P08659 whole entry, looked up): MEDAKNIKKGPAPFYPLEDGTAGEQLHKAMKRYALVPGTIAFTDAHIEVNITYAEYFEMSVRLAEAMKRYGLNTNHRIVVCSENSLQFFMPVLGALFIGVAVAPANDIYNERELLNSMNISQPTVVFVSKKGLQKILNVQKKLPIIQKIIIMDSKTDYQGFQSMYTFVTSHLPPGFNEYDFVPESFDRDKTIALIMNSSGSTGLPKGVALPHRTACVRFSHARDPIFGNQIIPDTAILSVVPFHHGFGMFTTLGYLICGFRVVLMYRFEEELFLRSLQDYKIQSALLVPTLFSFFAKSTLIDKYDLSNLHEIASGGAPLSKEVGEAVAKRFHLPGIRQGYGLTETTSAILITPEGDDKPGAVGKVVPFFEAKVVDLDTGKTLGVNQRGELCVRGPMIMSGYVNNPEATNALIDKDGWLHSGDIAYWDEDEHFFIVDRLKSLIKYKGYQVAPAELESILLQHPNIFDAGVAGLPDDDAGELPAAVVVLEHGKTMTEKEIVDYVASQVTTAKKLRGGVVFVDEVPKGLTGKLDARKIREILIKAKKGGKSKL
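Purified P. pyralis luciferase (10nM final) with 10uM D-luciferin and 10uM ATP (Km levels) in 50mM Tris acetate pH 7.5, 10mM Mg acetate, 0.01% Tween-20, 0.05% BSA; qHTS 6-point titration, ~60 µM downward; luminescence read.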
VP16 counter – inhibits Gal4-VP16 luciferase reporter, ROR gamma counter-screen. Drosophila S2 Gal4-VP16 UAS-luciferase, luminescence, 20 h. Potency, µM (highest dose often 53.6 µM), for the others: at the top dose activity, negative = inhibition, actives largely listed as inhibitors. 310,000 compounds, 3.5% hits;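 note: Gal4-VP16 expression switched on by copper sulfate through the metallothionein promoter; potency is the fitted concentration of half-maximal effect; % is set by controls: 0 for no effect and ±100 for the full control effect; nearly all actives have a fitted effect of over 50% in size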
KCNH2 3.1 block – blocks the human KCNH2 3.1 channel isoform | U2OS KCNH2 3.1, thallium flux FluxOr; active compounds read low | activity change, % (tested at about 1.8 µM) | 340,000 compounds, 0.95% hits;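 active = maximum activity change below -70%; inconclusive = maximum activity change from -70% to -50%; inactive = maximum activity change above -50%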;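 note: thallium influx rate constant from kinetic fluorescence after stimulation buffer; % is set by controls: 0 for no effect and ±100 for the full control effect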
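Steps: virus added to U2OS suspension (4 h, RT, dark); medium with 10% FBS added, cells plated, 37 C overnight; FluxOr/Red40 loading buffer 45 min RT; stimulation buffer, 2 min kinetic read; rate constant normalized.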
ELG1 genotoxic – induces genotoxicity in HEK293T cells with luciferase-tagged ELG1. 330,000 compounds, 1.3% hits. HEK293T ELG1-luciferase reporter, luminescence, 16 h. Potency, µM (highest dose often 46 µM), without a hit: top-dose activity change, positive = activation, actives largely listed as activators; note: potency is the fitted concentration of half-maximal effect; % of control where 0% means no effect; nearly all actives have a fitted effect of over 60% in size
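HEK293T cells expressing luciferase-tagged ELG1 were treated with compound or DMSO for 16 hr at 37°C. Luciferase activity was then read after 30 min with ONE-Glo at room temperature; rising signal flags genetic stress.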
Rab9 prom act – activates the Rab9 promoter; Potency, µM (titrated, usually from 9.22 µM), without a hit: top-dose activation, negative = inhibition, most hits filed as activators; AID 485297; 320,000 compounds, 2.8% hits; Huh7 Rab9 promoter-luciferase reporter, luminescence, 24 h; note: potency is the fitted concentration of half-maximal effect; % of control where 0% means no effect; nearly all actives have a fitted effect of over 60% in size
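Luminescence read-out: Huh7 cells stably expressing Rab9-luciferase, treated 24 h with compound at 37 °C, then lysed with luciferase reagent for 10 min at ambient before reading.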
Tb PFK inh – blocks T. brucei phosphofructokinase; AID 485367; O15648; T. brucei PFK, ADP-Glo luminescence; Potency, µM (series often up to 57.5 µM), for inactives: top-dose activity, negative = inhibition, hits mostly inhibitors; 330,000 compounds, 0.17% hits;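 note: potency is the fitted concentration of half-maximal effect; 0% = uninhibited 1x PFK enzyme wells and -100% = no-enzyme wells; nearly all actives have a fitted effect of over 60% in size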
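PFK 1.25 nM, F6P 0.5 mM, ATP 0.1 mM, 0.1 M TEA pH 8.0, 5 mM MgCl2, 0.01% Tween20, 0.1% BSA; 45 min RT. ADP-Glo readout. qHTS titration up to 57 uM; curves fitted, compounds curve-classed.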
FBPA coupling cs – counter-screen for Giardia aldolase inhibitors: coupling enzyme system; 290,000 compounds, 0.67% hits; coupling enzyme system counterscreen, AmpLite Red fluorescence; activity change, negative = inhibition, % at 58.2 µM, hits read low; in the data active = activity change below about -30%; note: % is set by controls: 0 for no effect and ±100 for the full control effect
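Counterscreen lacking aldolase: glyceraldehyde-3-phosphate coupling-enzyme reagent preincubated 10 min at RT with compound (at 57.5 uM final), then substrate/coupling system with AmpLite Red added; fluorescence read at 525/598 nm after 20 min RT.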
* marks the source's active call; other numbers are inactive results; ? = inconclusive; / = not tested or not shown; & = joins results of further samples; [ ] = dose if it differs, or a comment. Unless noted, calls come from the whole dose curve; as a rule, active = well fitted curve in the direction sought with a large enough effect; inconclusive = small, poorly fitted or top-dose-only effect, or another doubt; inactive = no such curve, though single readings can be large; an effect the other way counts as inactive or inconclusive. The order is random; about 14% have a hit in one of these screens.

| no. | Molecule | uPA generation | Giardia killer | FBPA coupling cs | RORgamma inh | ELG1 genotoxic | VP16 counter | FLuc modulator | KCNH2 3.1 block | NPC1 prom act | Tb PFK inh | Rab9 prom act |
| --- | --- | --- | --- | --- | --- | --- | --- | --- | --- | --- | --- | --- |
| 1 | CCc1cc(C(=O)NNC(=O)CCN2CCN(c3ccccc3)CC2)sc1C | 2.3% | -2.9 | / | -9.1% | 2.6% | -3.8% | 4.7% | -11.8 | 0.4% | 3.0% | -4.0%[1.84 µM] |
| 2 | C[N+]1(CCCOC(=O)C2(c3ccccc3)CCCC2)CCOCC1 | 2.4% | 1.5 | 0.0 | 0.3% | -1.6% | 1.2% | 2.2% | 0.8 | -0.1% | 0.6% | -7.9% |
| 3 | COc1cccc(-c2onc3ccc(C(=O)/C=C/N(C)C)cc23)c1 | -0.2% | 3.7 | 1.2 | 13.6% | -10.5% | 5.6% | ? | -6.8 | 0.5% | 4.9% | -0.1% |
| 4 | CCCn1c(SCC(=O)c2cc(C)n(C3CC3)c2C)n[nH]c1=O | 14.9% | 6.7 | / | / | 9.8% | / | ? | 5.9 | 7.2% | -5.5% | 12.4% |
| 5 | COc1ccccc1CNC(=O)C(NC(=O)c1ccccc1)C(C)C (stereo not given) | 6.5% | 5.7 | 0.8 | -23.2% | -4.2% | -18.4% | 0.7% | 2.2 | -3.5% | 1.7% | 0.9% |
| 6 | CN(C)S(=O)(=O)c1cccc(NC(=O)COC(=O)C2CCN(C(=O)c3ccc(F)cc3)CC2)c1 | -3.2% | 20.1 | / | / | -2.1% | / | 0.6% | -1.5 | -1.0% | 0.1% | -2.7% |
| 7 | O=Cc1c[nH]c2ccc(C(=O)c3ccccc3)cc12 | 3.0% | -7.4 | -0.3 | -1.4%[1.91 µM] | 3.6% | 9.6% | -4.3% | 2.4 | -1.5% | 3.8% | -3.3% |
| 8 | COCCCNC(=O)c1cc(C(=O)Cc2ccccc2)c[nH]1 | 1.8% | 5.6 | -0.2 | 14.0% | 6.8% | -6.8% | -1.0% | 25.6 | -4.1% | -3.3% | -4.1% |
| 9 | CC(=O)N1CCc2cc(S(=O)(=O)NCCC(=O)Nc3cccc(C)c3C)ccc21 | 3.7% | -10.2 | -1.2 | 21.8% | -2.7% | -3.6% | 5.8% | -7.3 | -1.6% | -0.1% | 2.4% |
| 10 | Cc1cc(C)c(C)c(S(=O)(=O)N2CCN(C(=O)c3ccccc3OCc3c(C)noc3C)CC2)c1C | -9.1% | 0.7 | / | / | -1.9% | / | 2.7% | -22.6 | -1.0% | -3.5% | 2.0% |
| 11 | COc1ccccc1NS(=O)(=O)c1cc(NC(=O)CN2C(=O)NC3(CCCC3)C2=O)ccc1C | 2.6% | ? | / | / | -1.0% | / | 6.6% | -15.2 | 0.5% | -6.5% | -2.9% |
| 12 | C[C@@]12C(=O)N(Cc3ccco3)CC(=O)N1[C@H]1c3ccccc3OC[C@@H]1[C@@H]2c1ccccc1 | -16.2% | -4.2 | / | / | -0.6% | / | / | -13.2 | / | 10.6% | / |
| 13 | CCOC(=O)c1c(C)[nH]c2cc(Br)c(O)cc12 | -7.1% | 14.0 | -8.6 | ? | ? | 0.5% | ? | 7.2 | 5.0% | 2.2% | 3.5% |
| 14 | Cc1ccc(S(=O)(=O)NCC(C)n2cncn2)cc1 (stereo not given) | 3.0% | 38.9[activator] | 0.7 | ? | -0.1% | 0.5% | 0.6% | 4.9 | -0.7% | 2.7% | -1.9% |
| 15 | Cc1nn(C(C)(C)C)c(OC(=O)C2CCCC2)c1S(=O)(=O)c1ccccc1 | 7.4% | -24.5 | 1.1 | -7.1% | -11.4% | -13.5% | 6.1% | -0.9 | -1.2% | -0.2% | 7.1% |
| 16 | CC1=NN(c2ccccc2)C(=O)/C1=C/c1c(O)n(-c2ccc(F)c(Cl)c2)[nH]c1=O | 5.6% | -10.8 | 0.0 | 1.0% | 16.3% | -8.3% | 2.69µM* | 9.7 | 20.7% | -0.9% | ? |
| 17 | CCN(CC(=O)Nc1ccc(NC(C)=O)cc1)C(=O)/C=C/c1ccc2c(c1)OCO2 | -14.2% | -12.6 | / | / | 9.8% | / | ? | -28.0 | -2.2% | -6.7% | 0.4% |
| 18 | O=C(Nc1ccccc1)N1N=C(c2ccc(F)cc2)CC1c1ccc(F)cc1 (stereo not given) | -2.4% | -0.6 | -4.8 | 34.0% | -3.2% | 0.9% | -2.5% | -12.0 | 0.0% | 9.0% | -2.1% |
| 19 | CC(C)(C)OC(=O)Cn1c(=O)cnc2ccccc21 | 0.7% | 9.3 | 1.3 | ? | -1.7% | 15.1% | 5.4% | -5.3 | 0.6% | 6.5% | 0.7% |
| 20 | COC(=O)Cn1cnc(=O)c(C#N)c1/C=C/N(C)C | 2.6% | 18.0 | -0.5 | 0.7% | 1.6% | -1.4% | 2.0% | 16.2 | -3.0% | -0.7% | -1.1% |
| 21 | CCC(C(=O)O)n1cnc2scc(-c3ccc(C)c(C)c3)c2c1=O (stereo not given) | -0.7% | 1.7 | 13.8 | -3.4% | -2.8% | -0.4% | 0.2% | 3.6 | -0.1% | 4.7% | -3.1% |
| 22 | Cc1c(C)c(C)c2[nH]c(-c3ccc4c(c3)OCO4)nc2c1C | -3.3% | -1.3 | -10.8 | ? | -10.1% | ? | 4.78µM* | -12.5 | 18.8% | 0.9% | 17.3% |
| 23 | C1CCc2nnnn2CC1 | / | / | -0.5&0.3&0.4 | -5.8% | / | -3.9% | / | / | -0.6%[46.1 µM] | / | -1.6%[46.1 µM] |
| 24 | Cc1ccc(CN2CCCCC2C(=O)Nc2ccc(Oc3cccnc3)cc2)o1 (stereo not given) | -10.9% | -15.3 | 0.9 | -9.2% | 17.5% | 11.2% | 1.9% | 13.2 | -28.7% | 1.2% | -16.3% |
| 25 | C=CCn1c(COc2cccc(C)c2)nnc1SCC(=O)c1c[nH]c2c(CC)cccc12 | 1.5% | 0.3 | 4.0 | -12.8% | -1.5% | -10.3% | 0.4% | 0.9 | 1.1% | 7.0% | 1.3% |
| 26 | Cn1cccc1CC(=O)N/N=C/C=C/c1ccccc1 | 4.8% | -13.9 | 0.0 | -12.0% | ? | 3.6% | -28.0% | 17.0 | 24.5% | 0.1% | ? |
| 27 | O=C(Nc1ccccc1)Nc1nncs1 | 0.6% | 20.2 | 2.1 | 14.6% | -1.5% | 5.2% | ? | 2.2 | -1.6% | 3.6% | 3.8% |
| 28 | Cc1ccc(N(CC(=O)NCc2ccc(F)cc2)C(=O)c2csnn2)c(C)c1 | -19.5% | 5.7 | 4.2 | 26.8% | -1.1% | -0.9% | -2.0% | -0.9 | -4.1% | -5.2% | 2.6% |
| 29 | Cc1cccnc1NC(=S)NC(=O)/C=C/c1ccccc1 | -2.7% | 35.6[activator] | -0.4 | 4.47µM* | 7.5% | 6.31µM* | ? | -5.5 | 26.1% | -1.8% | 27.5% |
| 30 | O=C(Nc1ccccc1Cl)c1cccc(NC(=O)C2C3CC4OC(=O)C2C4C3)c1 (stereo not given) | -2.3% | -2.4 | 0.8 | -4.4% | -0.9% | 2.3% | -16.7% | -3.6 | 5.6% | -3.5% | 0.7% |
| 31 | Cc1ccc(-c2c[n+](CC(=O)N3c4ccccc4Sc4ccccc43)c3n2CCC3)cc1 | 0.2% | ? | 5.2 | 10.1% | -4.7% | ? | 7.0% | -0.2 | -1.1% | ? | -1.3% |
| 32 | CC(OC(=O)Cc1n[nH]c(=O)c2ccccc12)C(=O)Nc1ccc(S(N)(=O)=O)cc1 (stereo not given) | 2.2% | 15.0 | / | / | 2.9% | / | -1.7% | -9.6 | -2.9% | 0.0% | -7.0% |
| 33 | O=C(COc1nc2ccccc2nc1N1CCOCC1)Nc1cccc(S(=O)(=O)N2CCCCC2)c1 | -1.8% | 3.6 | 1.0 | ? | -2.5% | -20.7% | -0.9% | / | -0.9% | 0.5% | -3.5% |
| 34 | O=C1CC(NNc2nc3ccccc3s2)C(=O)N1c1ccccc1 (stereo not given) | / | 3.5 | -3.6 | -35.8% | 1.6% | ? | -5.5% | 2.6 | -4.2% | -2.8% | 9.8% |
| 35 | O=C(NCCS(=O)(=O)NC1CCCCC1)c1ccc2c(c1)OCO2 | -0.9% | 11.8 | / | / | 0.3% | / | 2.9% | -39.5 | 0.0% | -13.6% | -0.7% |
| 36 | COc1ccc(CCNc2cc(C)[nH]c(=O)c2)cc1OC | -3.6% | 5.2 | -1.7 | 7.9% | 2.4% | -3.7% | 1.8% | -5.8 | 1.4% | 2.1% | 3.8% |
